DDE Tn6 FP inh – DD(E)-Tn6 binding inhibition, primary FP screen | P02675 | inhibition, % at 8.3 µM | actives 0.21% (n = 370,000) | Fibrin DD(E) TRITC-Tn6 fluorescence polarization displacement;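 active = inhibition above a per-campaign cutoff: mean of compounds within control limits plus 3 SD, cut at about 15% in these data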;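 also: 0% = median of all compound wells on the plate and 100% = blocking peptide control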
DDE Tn7 FP inh – disrupts Tn7 cyclic peptide binding to fibrin D-Dimer-E complex; actives 0.13% (n = 370,000); P02675; inhibition, % at 8.3 µM; FP displacement of FITC-Tn7 peptide from fibrin DD(E); 0% = median of compound wells per plate; AID 720508;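 active = inhibition above the mean of compounds falling within the control limits plus 3 SD of them, cut at about 14% in these data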;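 also: 0% = plate median of compound wells and 100% = 10 µM Aha-Tn7 peptide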
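Test system: human clot-derived fibrin DD(E) complex / Quantity: 2 µM final DD(E) protein / Incubation: 10 min plus 3 h, room temperature / Measured by: fluorescence polarization / Benchmarks: high control of 10 µM Aha-Tn7 peptide / Replicates: singlicate testing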
UHRF1 MBD2 ctr – human UHRF1 methylated DNA binding inhibitors. Q96T88. UHRF1 binding to methylated oligo, TR-FRET. inhibition, % at 4.4 µM. actives 0.75% (n = 370,000); in the data active = inhibition above about 21%;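 also: UHRF1 SRA domain binding a hemimethylated CpG hairpin DNA probe; 0% = median of test compound wells and 100% = reference inhibitor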
TDP2 absorb – blocks human TDP2 phosphodiesterase activity; O95551; recombinant TDP2, T5PNP hydrolysis, p-nitrophenol absorbance 415 nm; inhibition, % at 12.8 µM; actives 0.34% (n = 370,000);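 active = inhibition above the mean of all tested compounds plus 3 SD, set per campaign, cut at about 25% in these data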;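 also: 0% = DMSO with enzyme and 100% = buffer with substrate but no TDP2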
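Incubation: 2 h at 37 °C; Test system: recombinant human TDP2; Quantity: enzyme 120 nM; Read-out basis: percent inhibition; Medium: 50 mM Tris-HCl pH 7.5 with Mg2+, KCl, DTT, BSA; Repeats: single replicate; Compound: 12.8 µM single point, 1% DMSO; Signal: epi absorbance; Reagent: 5 mM T5PNP chromogenic substrate; Benchmarks: no-enzyme high, DMSO-plus-enzyme low.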
PRMT1 inh – blocks human protein arginine methyltransferase 1. Q99873. recombinant PRMT1, activity-based probe fluorescence polarization. inhibition, % at 2.79 µM. actives 1.3% (n = 370,000). AID 652257;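 active = inhibition above about 21% made by adding two undisclosed values, limit read from the data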
MBD2 DNA inh – MBD2-methylated oligo binding inhibition; inhibition, % at 4.4 µM; AID 686964; TR-FRET, MBD2 binding to methylated oligonucleotide; actives 0.31% (n = 370,000); Q9UBB5; in the data active = inhibition above about 13%
Target sequence (Q9UBB5 whole entry, looked up): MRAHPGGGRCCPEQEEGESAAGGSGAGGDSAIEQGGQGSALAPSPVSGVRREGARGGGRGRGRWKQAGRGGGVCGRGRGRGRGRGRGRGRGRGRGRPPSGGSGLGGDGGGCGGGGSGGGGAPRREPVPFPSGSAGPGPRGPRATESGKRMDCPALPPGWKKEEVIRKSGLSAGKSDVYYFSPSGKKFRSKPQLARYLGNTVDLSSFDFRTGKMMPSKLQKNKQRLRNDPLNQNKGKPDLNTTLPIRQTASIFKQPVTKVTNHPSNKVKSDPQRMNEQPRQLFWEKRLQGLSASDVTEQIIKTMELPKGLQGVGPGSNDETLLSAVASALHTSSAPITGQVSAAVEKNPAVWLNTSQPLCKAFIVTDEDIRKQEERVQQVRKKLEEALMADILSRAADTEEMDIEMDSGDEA
SIAE primary – inhibitors of human sialic acid acetylesterase SIAE. actives 0.69% (n = 370,000). SIAE FP-Rh probe binding, fluorescence polarization. Q9HAT2. inhibition, % at 9.66 µM;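 active = inhibition above a cutoff: mean of compounds within the control limits plus 3 SD of those, cut at about 17% in these data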;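 also: 0% = plate median of compound wells and 100% = probe without SIAE protein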
LEDGF integ inh – blocks HIV-1 LEDGF/p75-dependent DNA integration; actives 0.64% (n = 370,000); TR-FRET IN-LEDGF/p75 DNA integration, Eu/Cy5; inhibition, % at 3.7 µM; AID 743269;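 active = inhibition above the screen-wide mean plus 3 SD, cut at about 13% in these data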;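 also: signal is the Cy5 over europium emission ratio at 671 and 618 nm; 0% = plate median of compound wells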
TCR-CD3 inh – blocks the human TCR-CD3 interaction. AID 651800. TAMRA-labeled TCR probe fluorescence, biochemical. actives 0.37% (n = 360,000). inhibition, % at 9.4 µM; in the data active = inhibition above about 19%;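 also: recombinant mutant TCR 2C K166C tagged with TAMRA read by polarization; 0% = receptor in buffer alone and 100% = receptor with positive control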
KLK7 zymogen act – proKLK7 (human) activation, primary screen; purified proKLK7, EDANS-DABCYL substrate fluorescence; 100% is mature enzyme control, 0% vehicle; P49862; activation, % at 7 µM; actives 0.9% (n = 370,000);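 active = activation above the mean of all tested compounds plus 3 SD, computed per campaign excluding outliers beyond control limits, cut at about 13% in these data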
Target sequence (P49862 whole entry, looked up): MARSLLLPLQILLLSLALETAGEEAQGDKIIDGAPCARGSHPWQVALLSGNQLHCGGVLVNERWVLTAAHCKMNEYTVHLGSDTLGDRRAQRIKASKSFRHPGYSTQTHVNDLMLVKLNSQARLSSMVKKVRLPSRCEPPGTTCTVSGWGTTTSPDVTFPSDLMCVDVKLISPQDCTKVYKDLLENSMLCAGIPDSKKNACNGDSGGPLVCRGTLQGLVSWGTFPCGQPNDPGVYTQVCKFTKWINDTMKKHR
Numbers without * were called inactive; nt = not tested or not shown.

MBD2 DNA inh,DDE Tn7 FP inh,TCR-CD3 inh,TDP2 absorb,SIAE primary,PRMT1 inh,UHRF1 MBD2 ctr,KLK7 zymogen act,LEDGF integ inh,DDE Tn6 FP inh,Structure
0,6,-8,-1,4,2,1,0.5,-2,7,O=C(NCc1ccccc1)C1=C[C@H](C2CC2)C[C@H](OCCCCO)O1
0,0,-3,5,8,2,1,0.1,-4,2,CCN(c1ccc(NC(=O)COC(=O)c2ccc3ccccc3n2)cc1)C(C)C
2,-7,0,8,-2,5,1,0.0,0,-7,Cc1cc(C)cc(NC(=O)CN2CCN(c3ncccn3)CC2)c1
-2,-5,2,-10,-3,-5,-3,-0.3,0,6,CCCCS(=O)(=O)N1CCC(C(=O)NCC2CCCO2)CC1 (configuration not stated)
2,5,8,11,-2,3,-1,0.5,2,-1,CCCCc1cc(=O)oc2cc(OCC(=O)NCc3ccccn3)ccc12
0,2,5,1,7,3,0,0.0,-2,0,CCOc1cc(NC(=S)NCCCN2CCOCC2)c(OCC)cc1NC(=O)c1ccc(C)cc1
0,3,nt,-9,2,3,-1,-0.3,-2,6,CCn1c(SCC(=O)Nc2ccc(C(C)C)cc2)nnc1-c1ccc(C(C)(C)C)cc1
-3,4,1,21,-4,1,-2,-0.3,-3,-6,CC(C)c1ccc(CN(C)CC(O)c2ccccc2)cc1 (configuration not stated)
-2,1,2,-4,-4,2,0,0.0,0,5,O=C(Cc1ccc(Cl)c(Cl)c1)N/N=C/c1cccnc1
-1,-6,-1,2,2,-6,0,0.9,3,-9,CCOC(=O)C1(Cc2ccccc2C)CCCN(C(=O)c2ccccn2)C1 (configuration not stated)
5,-7,-8,-3,-1,2,2,-0.3,4,1,O=C(O)c1cnn2c1C(=O)N(Cc1cccs1)CC2
-4,1,-1,3,-4,3,0,0.3,5,0,O=C(Nc1ccccc1C(=O)NCc1ccccc1)c1ccco1
-3,-2,3,3,3,-3,-3,-0.7,-1,5,O=[N+]([O-])c1ccc2[nH]ncc2c1
-3,5,7,4,0,-1,1,0.0,-2,-7,Cc1noc(C)c1S(=O)(=O)NC1CCN(Cc2ccccc2)CC1
2,-3,-6,-1,5,4,0,-17,0,-7,COc1ccc(C2NN=C(c3ccc(C)cc3)S2)cc1OC (configuration not stated)
0,2,4,-5,0,0,-2,-0.7,0,6,O=C(Nc1c(C(=O)N2CCCCC2)cnn1-c1ccccc1)c1ccccc1F
2,-1,-4,15,1,1,-2,0.0,-1,9,Cc1cc(NC(=O)c2ccccc2F)ncc1NC(=O)c1cccs1
4,3,-2,-4,15,-1,-7,0.1,0,-3,CN(C)c1ccc(CN(C(=O)C2COc3ccccc3O2)C2CCS(=O)(=O)C2)cc1 (configuration not stated)
-4,-2,3,9,-7,0,-3,0.1,4,2,CCOC(=O)COc1ccc(-c2nnc(-c3ccccc3)o2)cc1
-2,-8,-6,-3,-12,-1,0,-1.3,2,2,COc1cc(-c2cnc3c(NC=O)cc(-c4cccc(NC(C)=O)c4)cn23)cc(OC)c1OC

(cont.)
MBD2 DNA inh,DDE Tn7 FP inh,TCR-CD3 inh,TDP2 absorb,SIAE primary,PRMT1 inh,UHRF1 MBD2 ctr,KLK7 zymogen act,LEDGF integ inh,DDE Tn6 FP inh,Structure
3,-2,-5,-5,-2,-5,0,0.1,8,4,Cn1ccc(C(=O)N/N=C/c2cccnc2)n1
0,-6,7,8,4,-1,-4,0.1,1,8,Cc1ccc(CN2CCNC(=O)C2CC(=O)NC2CCCCCC2)o1 (configuration not stated)
5,5,-13,-4,-7,3,3,-19,4,-4,CNc1nnc(-c2cc3ccccc3oc2=O)s1
-2,5,-4,-17,1,-4,-1,0.0,-1,8,O=C(CCn1nc(-c2ccccc2)ccc1=O)N1CCN(c2ccccc2)CC1
2,-8,nt,-4,0,0,0,0.8,-1,-2,C#CCNC(=O)C[C@H]1C[C@@]2(C(=O)OC)C(=C[C@H](COCc3ccccc3)O[C@@H]2C)N(CCCCCCCC)C1=O
3,1,3,3,-1,2,0,0.1,2,3,Cn1c(=O)n(C)c2cc(S(=O)(=O)N3CCCc4ccccc43)ccc21
-8,7,3,-4,2,-2,-5,0.3,-1,-1,Cc1cc(C)n(-c2cc(N3CCN(C(=O)c4ccccc4C)CC3)ccc2[N+](=O)[O-])n1
-5,5,3,18,-8,3,-2,0.1,4,-2,Cc1ccc(S(=O)(=O)N2C(=O)c3cccc4cccc2c34)cc1
1,3,0,4,1,11,0,1.1,2,-5,CC(=O)Nc1ccc(S(=O)(=O)NNC(=O)COc2cc(C)ccc2C(C)C)cc1
-1,-3,-5,-12,2,-4,2,-0.3,0,7,Cc1c(Br)c(C(F)(F)F)nn1CC(=O)N(C)C1CCCCC1
0,-3,6,-4,-19,-1,1,0.2,2,-4,CC(=O)c1ccc(-n2nnnc2SCC(=O)Nc2cccc(NC(=O)c3ccco3)c2)cc1
3,-3,-1,-26,2,2,5,0.7,-3,-6,Cc1ccc(S(=O)(=O)N2CCCC(C(=O)N3CCN(c4ccccc4)CC3)C2)cc1 (configuration not stated)
5,-3,2,6,-5,3,0,0.3,0,-2,CCOC(=O)C1=C(C(=O)OCC)C2N(Cc3ccc(Br)cc3)c3ccccc3[C@@]23C[C@@H](C(=O)OC)N(S(=O)(=O)c2ccc(OC)cc2)C3=N1 (some centres not stated)
3,3,-3,1,-12,-4,-3,0.2,3,-5,COc1cc(OC)cc(-c2nnc(SCc3c(F)cccc3Cl)o2)c1
-6,4,-1,-1,-3,-2,0,0.7,6,-6,CNC(=O)C[C@@H]1C(=O)N(CCc2ccccc2)CC1(C)C
6,4,-5,0,-5,0,5,-0.5,-2,1,O=C(CSc1nnc(CNC(=O)C23CC4CC(CC(C4)C2)C3)n1-c1ccc(F)cc1)Nc1ccccc1
-9,5,8,2,-4,-2,-1,0.6,-4,-2,CCOc1ncccc1C(=O)OCc1ccc(C#N)cc1
2,0,2,-3,0,0,3,0.2,0,-2,Cc1cc2c(=O)[nH]c(Cc3ccccc3)nc2s1
1,1,5,12,7,6,-1,0.2,6,-2,CCOc1ccc2nc(SCC(=O)Nc3cccc(S(=O)(=O)NC4=NCCCCC4)c3)[nH]c2c1
-4,2,4,2,-6,-1,-3,-0.1,1,0,CN(Cc1ccccc1Br)C(=O)CSc1nnnn1C1CC1

The last three compounds of the section before come first, to join the parts:
MBD2 DNA inh,DDE Tn7 FP inh,TCR-CD3 inh,TDP2 absorb,SIAE primary,PRMT1 inh,UHRF1 MBD2 ctr,KLK7 zymogen act,LEDGF integ inh,DDE Tn6 FP inh,Structure
2,0,2,-3,0,0,3,0.2,0,-2,Cc1cc2c(=O)[nH]c(Cc3ccccc3)nc2s1
1,1,5,12,7,6,-1,0.2,6,-2,CCOc1ccc2nc(SCC(=O)Nc3cccc(S(=O)(=O)NC4=NCCCCC4)c3)[nH]c2c1
-4,2,4,2,-6,-1,-3,-0.1,1,0,CN(Cc1ccccc1Br)C(=O)CSc1nnnn1C1CC1
4,3,1,6,4,1,-1,0.6,2,-7,COc1cc(C(=O)N2CCN(c3cccc(Cl)c3)CC2)ccc1OCC(=O)N1CCOCC1
2,-3,5,-9,4,-2,8,0.5,0,-8,C=CCn1c(SCC(=O)c2cc(C)n(C)c2C)nnc1-c1ccncc1
-4,2,-12,-2,-2,3,4,-0.2,-4,-8,Cc1ccc(S(=O)(=O)NC(=O)C2(C)CCN2C(=O)c2cccc(F)c2)nc1 (configuration not stated)
4,1,-6,-6,-5,3,5,0.1,0,2,O=C(CCl)NCc1c(Cl)cccc1-n1cccc1
9,1,-4,4,3,3,23*,-0.4,5,4,CCOc1cc(C(=O)Nc2ccc3c(c2)OCO3)ccc1OC(F)F
2,2,-2,19,-7,-1,-3,-0.2,0,1,Cc1csc(SCC(=O)Nc2sccc2C#N)n1
1,1,-2,-9,-10,-1,2,0.2,-10,11,CCCc1ccc(S(=O)(=O)N2CCN(C(C)C(=O)NC3CCCC3)CC2)cc1 (configuration not stated)
5,0,-3,0,-3,3,2,0.2,1,4,O=c1[nH]c(=O)n(Cc2ccco2)c2c1C(C(F)(F)F)(C(F)(F)F)N=C(CCC1CCCCC1)N2
2,0,-4,4,9,-2,1,-0.2,-1,-1,CC(=O)Nc1ccc(N2C(=O)CSC2c2ccccc2)cc1 (configuration not stated)
-3,-5,6,-9,1,-1,-3,0.9,-1,3,Cn1cc(Br)c(C(=O)N/N=C/c2cc3c(cc2Cl)OCO3)n1
1,3,-6,0,-4,3,3,-0.1,1,0,CC1(C)C2CCC(C2)C1(C)N=C1OC(CCl)CS1 (configuration not stated)
5,2,3,6,3,-1,0,0.8,2,4,CCc1cc2c(NCCC(=O)O)ncnc2s1
-7,1,4,-5,-2,-2,-2,-0.2,-4,5,COC(=O)[C@H](Cc1ccccc1)NS(=O)(=O)c1ccc(F)cc1Br
1,-5,1,1,1,4,-2,0.0,0,8,Cc1ccc(C)c(CN2CCC(CNC(=O)CCc3nnc4ccc(N5CCCCC5)nn34)CC2)c1
2,-1,10,9,2,-3,-3,-0.7,0,3,CN(C)c1ccc(CNC(=O)C2CCN(S(=O)(=O)c3ccc4c(c3)oc(=O)n4C)CC2)cc1

Screening data (PubChem)

No enrichment for hits. About 4.6% of those tested had a hit in this group.
